GLS inh = qHTS for Inhibitors of Glutaminase (GLS) | Glutaminase kidney isoform, mitochondrial (Homo sapiens), O94925 | GLS enzymatic activity, qHTS titration | Potency, µM (top dose mostly 45.5 µM), without a hit: top-dose activity change, negative = inhibition, hits mostly inhibitors | 410,000 tested, 0.21% active; further: on the % scale 0 is the no-effect control and ±100 the full control effect
Target sequence (O94925 whole entry, looked up, canonical isoform): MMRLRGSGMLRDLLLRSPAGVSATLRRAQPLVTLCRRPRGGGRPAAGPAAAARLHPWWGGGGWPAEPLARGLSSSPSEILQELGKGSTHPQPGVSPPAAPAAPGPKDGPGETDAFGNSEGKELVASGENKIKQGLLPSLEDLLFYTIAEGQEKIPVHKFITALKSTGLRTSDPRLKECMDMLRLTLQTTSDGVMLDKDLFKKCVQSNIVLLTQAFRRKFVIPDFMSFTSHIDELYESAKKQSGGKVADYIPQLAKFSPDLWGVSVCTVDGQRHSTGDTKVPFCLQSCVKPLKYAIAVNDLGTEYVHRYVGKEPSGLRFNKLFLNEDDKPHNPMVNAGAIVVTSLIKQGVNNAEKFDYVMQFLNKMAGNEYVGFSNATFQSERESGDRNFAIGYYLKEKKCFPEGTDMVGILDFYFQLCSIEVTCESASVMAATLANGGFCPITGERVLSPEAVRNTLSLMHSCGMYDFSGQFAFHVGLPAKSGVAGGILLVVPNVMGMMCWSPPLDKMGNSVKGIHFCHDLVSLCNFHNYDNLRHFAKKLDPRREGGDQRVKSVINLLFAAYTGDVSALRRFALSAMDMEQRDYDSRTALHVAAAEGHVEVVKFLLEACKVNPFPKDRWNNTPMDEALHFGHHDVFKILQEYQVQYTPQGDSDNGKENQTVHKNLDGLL
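Enzyme dispensed in phosphate buffer (45 mM, pH 8.2, 0.02% Tween-20), compounds pinned in, then 1 mM L-glutamine solution and the glutamate oxidase–HRP–Amplex Red mix added; fluorescence read immediately and again after 30 min at room temperature.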
ERG Ets-DNA blk = qHTS for Small Molecule Inhibitors of the ERG Ets/DNA interaction; Transcriptional regulator ERG (Homo sapiens), P11308; fluorescence polarization, His-ERG Ets domain / labelled DNA; Potency, µM (titrated, usually from 76.9 µM), inactives show at the highest dose FP activity, negative = inhibition, actives largely listed as inhibitors; 370,000 tested, 0.028% active; active means well fitted inhibition curve with a large enough effect in the polarisation, with a control signal flat; inconclusive means small, poorly fitted or top-dose-only effect, or effect the other way, or a change in a side signal; inactive means no such curve, though single readings can be large or run the other way; the % refers to the polarisation;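 further: polarization taken with two DNA probes labelled with fluorescein and Texas red; % of control where 0% means no effect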
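His-tagged ERG Ets domain (1 uM in the protein solution; 300mM KCl, 50mM Tris-HCl, 1mM EDTA, 1mM DTT, pH 7.5) received compound, then a probe mix of 5 nM fluorescein-DNA and 100nM Texas-615-DNA. Fluorescence polarization was read for both dyes.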
JMJD2A Tudor = qHTS Assay for Inhibitors of JMJD2A-Tudor Domain; Lysine-specific demethylase 4A (Homo sapiens), O75164; 390,000 tested, 4.4% active; Potency, µM (doses to about 114 µM), for inactives: at the top dose activity change, negative = inhibition, hits mostly inhibitors; AlphaScreen JMJD2A-Tudor / H3K4me3 peptide binding; AID 504339, 2011; further: on the % scale 0 is the no-effect control and ±100 the full control effect; nearly all actives have a fitted effect of over 50% in size
RGS4 inhibitor = Inhibitors of Regulator of G Protein Signaling (RGS) 4: qHTS; Regulator of G-protein signaling 4 (Homo sapiens), P49798; 390,000 tested, 0.039% active; Transcreener GDP fluorescence polarization, RGS4-accelerated GTP hydrolysis; Potency, µM (top dose mostly 114 µM), without a hit: at the top dose activity change, negative = inhibition, usual class: inhibitors; further: on the % scale 0 is the no-effect control and ±100 the full control effect; nearly all actives have a fitted effect of over 75% in size; some results filed as inactive show a strong effect at the top dose
Target sequence (P49798 whole entry, looked up): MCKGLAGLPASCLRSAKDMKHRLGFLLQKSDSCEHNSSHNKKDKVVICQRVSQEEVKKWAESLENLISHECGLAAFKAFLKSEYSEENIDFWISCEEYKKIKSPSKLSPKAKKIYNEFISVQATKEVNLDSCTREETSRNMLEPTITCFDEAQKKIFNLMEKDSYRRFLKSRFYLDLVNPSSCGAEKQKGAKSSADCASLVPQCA
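MLSMR compounds (23 nl, pin-transferred) preincubated 10 min at room temperature with a 500nM (2x) first reagent, then RGS4 at 900nM (2x) plus Transcreener GDP mix added; fluorescence polarization (620/688 nm) read before and after 90 min at 30 °C.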
PGK inhibitor = qHTS Assay to Find Inhibitors of Phosphoglycerate Kinase | Phosphoglycerate kinase, glycosomal (Trypanosoma brucei brucei), P07378 | PGK/GAPDH coupled, Kinase-Glo luminescence, 60 min | Potency, µM (highest dose often 57.5 µM), without a hit: at the top dose activity change, negative = inhibition, hits mostly inhibitors | 380,000 tested, 0.043% active | AID 602233, 2012; further: on the % scale 0 is the no-effect control and ±100 the full control effect; nearly all actives have a fitted effect of over 60% in size
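Recombinant glycosomal PGK reaction used 1,3-bisphosphoglycerate generated in-well by GAPDH (100nM final) in 100mM TEA pH 7.6, 5mM MgCl2, 0.01% Tween-20. After 60 minutes at room temperature, ATP was read by Kinase-Glo Plus luminescence end-point.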
rTrxR1 inhibitor = qHTS Assay for Inhibitors of Mammalian Selenoprotein Thioredoxin Reductase 1 (TrxR1): qHTS. Thioredoxin reductase 1, cytoplasmic (Rattus norvegicus), O89049. recombinant rTrxR1, NADPH fluorescence consumption, selenite substrate. Potency, µM (doses to about 114 µM), without a hit: top-dose activity change, negative = inhibition, hits mostly inhibitors. 390,000 tested, 1% active. AID 588453, 2011; further: on the % scale 0 is the no-effect control and ±100 the full control effect; nearly all actives have a fitted effect of over 65% in size
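Rat TrxR1 (90 nM in the dispensed reagent) was pre-reduced with 400 uM NADPH for 5 min at room temperature, then incubated with compound for 15 min. After 400 uM selenite was added, NADPH fluorescence (Ex 340/Em 450 nm) was followed for 8 min.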
Pin1 inhibitor = qHTS Assay to Find Inhibitors of Pin1. Potency, µM (titrated, usually from 115 µM), without a hit: at the highest dose activity, negative = inhibition, actives largely listed as inhibitors. Peptidyl-prolyl cis-trans isomerase NIMA-interacting 1 (Homo sapiens), Q13526. 390,000 tested, 0.009% active. Pin1 FP peptide displacement, HiFluor488, 10 min; active means well fitted inhibition curve with a large enough effect in the polarisation, with a control signal flat, not every such curve was filed as active; inconclusive means small, poorly fitted or top-dose-only effect, or effect the other way, or a change in a side signal; inactive means no such curve, though single readings can be large or run the other way; the % refers to the polarisation; further: on the % scale 0 is the no-effect control and ±100 the full control effect
12-LOX inh = Primary qHTS assay for inhibitors of human arachidonate 12S-lipoxygenase (ALOX12): Round 2 | Polyunsaturated fatty acid lipoxygenase ALOX12 (Homo sapiens), P18054 | purified 12hLO, xylenol orange hydroperoxide absorbance | Potency, µM (highest dose often 108 µM), inactives show at the top dose activity change, negative = inhibition, usual class: inhibitors | 580,000 tested, 1.1% active; further: on the % scale 0 is the no-effect control and ±100 the full control effect
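Hydroperoxide product was detected by ferrous iron/xylenol orange as the 573 to 405 nm absorbance ratio. Arachidonic acid at 40 uM (final) was turned over for 30 min at room temperature by 150 nM human 12hLO, pH 7.0 Hepes buffer, after 15 min compound preincubation.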
HP1b binding inh = HTS for Inhibitors of HP1-beta Chromodomain Interactions with Methylated Histone Tails | Chromobox protein homolog 1 (Homo sapiens), P83916 | AlphaScreen HP1-beta / biotin-H3K9me3 peptide binding | Potency, µM (titrated, usually from 114 µM), without a hit: at the top dose activity change, negative = inhibition, hits mostly inhibitors | 390,000 tested, 0.56% active; further: nearly all actives have a fitted effect of over 70% in size; inactives centre near 23
Target sequence (P83916 whole entry, looked up): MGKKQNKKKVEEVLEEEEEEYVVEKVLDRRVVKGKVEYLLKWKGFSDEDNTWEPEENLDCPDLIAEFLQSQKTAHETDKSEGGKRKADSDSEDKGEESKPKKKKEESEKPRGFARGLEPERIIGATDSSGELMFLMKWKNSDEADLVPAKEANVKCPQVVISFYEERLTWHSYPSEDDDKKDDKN
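AlphaScreen: HP1-beta (50 nM) preformed 30 min with biotin-H3(1-18)K9me3 peptide (50 nM) in PBS pH 7.4, 0.01% Tween-20. Compound added for 30 min at RT, then streptavidin donor/nickel chelate acceptor beads (10 ug/mL) for 30 min.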
Starred values were filed as active, the others as inactive; i = inactive; ? = inconclusive; . = no result given; [ ] = another dose, or the depositor's remark. Unless noted, the call rests on the fitted dose curve; in most records, active means well fitted curve in the direction sought with a large enough effect; inconclusive means small, poorly fitted or top-dose-only effect, or another doubt; inactive means no such curve, though single readings can be large; an effect the other way counts as inactive or inconclusive. Potency means the concentration at half of the fitted maximal effect. A portion of the library; rates above refer to the full screens.

item	canonical_smiles	ERG Ets-DNA blk	RGS4 inhibitor	12-LOX inh	Pin1 inhibitor	JMJD2A Tudor	GLS inh	PGK inhibitor	rTrxR1 inhibitor	HP1b binding inh
1	Nn1c(Cc2cccc3ccccc23)nnc1SCc1c(F)cccc1Cl	-2%	36%	-5%	5%	-8%	1%	8%	?	20%
2	COc1cc(-c2nnc(SCC(=O)c3ccc(C)cc3)o2)cc(OC)c1OC	-5%	9%	5%[57.4 µM]	6%	-13%	2%	-5%	14%[57.1 µM]	6%
3	COc1ccc(C2CC(=O)N3CN(Cc4ccco4)CSC3=C2C#N)cc1 (stereo unspecified)	-2%	?	?	-6%	7.1µM*	?	-11%	?	?
4	O=C(NCc1ccco1)c1ccc2c(c1)N(Cc1ccccc1)C(=O)CS2	-5%	-4%	-10%	-7%	-31%	-11%	8%	-9%	-12%
5	Cc1ccc(N(CC(=O)N2CCN(c3ccc(Cl)cc3)CC2)S(=O)(=O)c2c(C)noc2C)cc1	-3%	26%	-17%	-3%	?	-9%	6%	5%	11%
6	Cc1ccc(CSc2nnc3[nH]c(=O)cc(-c4ccccc4)n23)cc1	-18%	-11%	?	6%	-6%	7%	-2%	12%[57.1 µM]	59%[activator]
7	Cc1noc(C)c1CSc1nnc2ccc3ccccc3n12	0%	-21%	4%	-2%	-8%	2%	-10%	22%	22%
8	Cc1ccc(/C=N/NC(=O)c2nn(C)cc2Cl)cc1	-18%	25%	4%	3%	-9%	17%	-2%	-12%	33%
9	COc1ccc(S(=O)(=O)N(C)CC(=O)NCc2cccnc2)cc1Cl	1%	20%	18%	0%	-15%	3%	-2%	16%	10%
10	CC(NC(=O)c1ccc2c(=O)n3c(nc2c1)CCCCC3)c1ccccc1 (stereo unspecified)	0%	-17%	-27%	0%	-13%	-8%	i	15%[57.1 µM]	24%
11	Cc1ccsc1CN1CCC(C(=O)NCc2ccccc2Cl)CC1	-4%	-18%	-31%	-3%	7.9µM*	-4%	-2%	-3%	?
12	C#CCSc1nc(-c2cccs2)ccc1C#N	-2%	10%	1%	7%	41%[activator]	4%	1%	11%[57.1 µM]	50%[activator]
13	N#Cc1nc(COc2ccc(F)cc2)oc1NCCCn1ccnc1	3%	-28%	8%	-6%	?	8%	-3%	6%	-10%
14	CC(C)c1ccccc1NC(=O)Cn1c(/C=C/c2ccccc2)nc2ccccc21	0%	-35%	.	10%	-17%	5%	-1%	28%	6%
15	OCCOc1nnnn1-c1ccccc1	-10%	16%	0%	?	-8%	13%	8%	2%	17%
16	COCc1cc(N2CCCCC2)nc(-c2ccccc2)n1	4%	?	0%	-1%	20µM*	0%	-5%	11%	18%
17	Cc1cc(=O)[nH]c(N2CCCNCC2)n1	-1%	7%	.	-4%	3%	5%	-3%	15%	19%
18	CCN(C[C@H]1N[C@@](Cc2ccccc2)(C(=O)OC)[C@H]2C(=O)N(Cc3ccccc3)C(=O)[C@@H]12)S(=O)(=O)c1ccc(C(F)(F)F)cc1	9%	-10%	-12%	29%	-14%	-6%	-3%	-2%	64%[activator]
19	COc1ccc(-c2c(C)nn3c(N4CCN(c5cc(Cl)ccc5C)CC4)cc(C)nc23)cc1OC	2%	-9%	-4%	0%	-22%	2%	-6%	27%	21%
20	Cc1cc(SCc2ccc(C(F)(F)F)cc2)nc(=O)[nH]1	9%	-6%	2%	-5%	23%	-1%	-9%	24%	45%[activator]
21	COc1ccc(Cl)cc1NC(=O)CN(C)C(=O)Cn1[nH]c(=O)c2ccccc2c1=O	4%	19%	?	3%	-5%	9%	4%	3%	28%
22	COc1cc(C(=O)Nc2nc(-c3cccs3)cs2)cc(OC)c1OC	.	17%	-27%	-2%	-32%	28%	-4%	20%	-13%
23	COCCCn1cc(C(=O)c2ccccc2OCC(=O)Nc2cccc(F)c2)cc(C#N)c1=O	6%	-2%	-1%	8%	-10%	-3%	14%	6%[57.1 µM]	26%
24	N#CCSc1nc2ccccc2c(=O)n1CCC(=O)NCCc1ccccc1	-7%	11%	-18%	11%	11%	.	0%	10%	33%
25	COc1cc(OC)c2c(-c3cccc(-c4ccc(C(C)=O)cc4)c3)cc(=O)oc2c1	-10%	-24%	.	13%	-10%	-2%	-8%	0%	53%[activator]

Further results:
item	canonical_smiles	ERG Ets-DNA blk	RGS4 inhibitor	12-LOX inh	Pin1 inhibitor	JMJD2A Tudor	GLS inh	PGK inhibitor	rTrxR1 inhibitor	HP1b binding inh
26	C=CCCCCCCCCC(=O)Nc1ncccn1	-22%	-59%[11.4 µM]	2%	-6%	-26%[11.4 µM]	6%	-10%	-3%	-10%
27	CC(OC(=O)c1nn(C)c(=O)c2ccccc12)C(=O)Nc1ccc(S(N)(=O)=O)cc1 (stereo unspecified)	11%	-19%	6%	4%	-11%	2%	-1%	-13%	9%
28	O=C(CSc1nc2cc(Cl)ccc2s1)NCC1CCCO1 (stereo unspecified)	10%	18%	-7%	3%	-3%	3%	9%	-27%[57.1 µM]	26%
29	Cc1ccccc1CNC(=O)c1ccccc1N	8%	-6%	0%	-6%	-11%	2%	i	4%	25%
30	OC(c1cc(C(F)(F)F)nc2c(Cl)cc(Cl)cc12)C1CCCCN1 (stereo unspecified)	?	1%	-29%	2%	-17%	-11%	i	10%[57.1 µM]	25%
31	CC(=O)Nc1ccc(S(=O)(=O)N2CCC(C(=O)c3ccc(F)cc3)CC2)cc1	4%	-9%	1%	-1%	-15%	-9%	-6%	5%[57.1 µM]	-9%
32	Cc1ccc(S(=O)(=O)N(C)CC(=O)N2CCCc3ccccc32)cc1	-14%	15%	-7%	-2%	8%[57.1 µM]	7%	0%	-8%	40%[activator]
33	CC1(C)Cc2nc3sc4c(=O)n(CC(N)=O)cnc4c3cc2CO1	-7%	-1%	9%	-6%	-26%	-1%	-1%	-10%	6%
34	COC(=O)c1sc2nc(C)nc(SCC(=O)Nc3sccc3C(N)=O)c2c1C	28%	?	20%	38%[activator]	-10%	3%	3%	8%	39%[activator]
35	OCCNCc1cc(Br)ccc1OCc1ccc(F)cc1	6%	13%	-2%	1%	-3%	6%	5%	5%	30%
36	C=CCn1nc([N+](=O)[O-])nc1Sc1cccc2cccnc12	-2%	-31%	.	-4%	-11%	-13%	0%	3%	19%
37	COc1ccc(S(=O)(=O)N(CC(=O)NN=C2CCN(C)CC2)c2ccc(C)cc2)cc1OC	-6%	15%	i	1%	-6%	0%	4%	-11%	16%
38	NC1=NC2CS(=O)(=O)CC2S1 (stereo unspecified)	2%	12%	?	-3%	-15%	1%	i	-2%	12%
39	CCc1ccccc1N(CC(=O)NC(C)(C)CC)C(=O)CCC(=O)Nc1nccs1	0%	21%	5%	-1%	-1%	1%	-2%	14%	31%

Quoted from above: compounds 33–39
item	canonical_smiles	ERG Ets-DNA blk	RGS4 inhibitor	12-LOX inh	Pin1 inhibitor	JMJD2A Tudor	GLS inh	PGK inhibitor	rTrxR1 inhibitor	HP1b binding inh
33	CC1(C)Cc2nc3sc4c(=O)n(CC(N)=O)cnc4c3cc2CO1	-7%	-1%	9%	-6%	-26%	-1%	-1%	-10%	6%
34	COC(=O)c1sc2nc(C)nc(SCC(=O)Nc3sccc3C(N)=O)c2c1C	28%	?	20%	38%[activator]	-10%	3%	3%	8%	39%[activator]
35	OCCNCc1cc(Br)ccc1OCc1ccc(F)cc1	6%	13%	-2%	1%	-3%	6%	5%	5%	30%
36	C=CCn1nc([N+](=O)[O-])nc1Sc1cccc2cccnc12	-2%	-31%	.	-4%	-11%	-13%	0%	3%	19%
37	COc1ccc(S(=O)(=O)N(CC(=O)NN=C2CCN(C)CC2)c2ccc(C)cc2)cc1OC	-6%	15%	i	1%	-6%	0%	4%	-11%	16%
38	NC1=NC2CS(=O)(=O)CC2S1 (stereo unspecified)	2%	12%	?	-3%	-15%	1%	i	-2%	12%
39	CCc1ccccc1N(CC(=O)NC(C)(C)CC)C(=O)CCC(=O)Nc1nccs1	0%	21%	5%	-1%	-1%	1%	-2%	14%	31%

Screens: PubChem, National Center for Advancing Translational Sciences (NCATS)
